ST2 IL33 inh: blocks human ST2 binding to IL-33. inhibition, % for hits at 17 µM. Q01638. 78,000 tested, 2.3% active. AlphaLISA ST2-Fc/biotin-IL-33 interaction, 1 h; in the data active = inhibition above about 30%; inconclusive = mostly about 10% to 28%
Target sequence (Q01638 whole entry, looked up): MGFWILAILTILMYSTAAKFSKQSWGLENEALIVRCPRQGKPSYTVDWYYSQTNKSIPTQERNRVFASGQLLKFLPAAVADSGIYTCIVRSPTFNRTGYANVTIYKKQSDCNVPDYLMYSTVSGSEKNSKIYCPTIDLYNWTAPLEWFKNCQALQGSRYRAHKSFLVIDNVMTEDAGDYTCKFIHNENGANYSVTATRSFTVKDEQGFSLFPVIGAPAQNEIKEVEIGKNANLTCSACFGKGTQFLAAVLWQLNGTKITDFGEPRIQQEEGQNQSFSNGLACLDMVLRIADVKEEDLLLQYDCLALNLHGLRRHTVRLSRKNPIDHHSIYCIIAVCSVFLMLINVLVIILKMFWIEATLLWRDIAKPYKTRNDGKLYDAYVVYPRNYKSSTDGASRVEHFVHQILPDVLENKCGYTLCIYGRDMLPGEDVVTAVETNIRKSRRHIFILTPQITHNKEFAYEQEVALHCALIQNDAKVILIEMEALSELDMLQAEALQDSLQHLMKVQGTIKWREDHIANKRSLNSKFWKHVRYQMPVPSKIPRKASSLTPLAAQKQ
* = called active by the depositor; i = inactive; ? = inconclusive. An excerpt; rates above refer to the full screens.

Compound	ST2 IL33 inh
CCn1ncnc1-c1c(-c2ccccc2)ncn1CCc1ccccc1OC	i
COc1cc2c(cc1OC)C(C(=O)Nc1ccc(C)c(F)c1)C(c1ccccc1F)N(C)C2=O (centres undefined)	i
COC(=O)[C@@H]1C[C@@H](NC(=O)CCn2cncn2)CN1C	i
COc1ccc(OC)c(NC(=O)c2cnc3n(c2=O)CCS3)c1	i
Cc1ccc(-c2cc(C(=O)O)c3cc4c(C(=O)O)cc(-c5ccc(C)o5)nc4cc3n2)o1	91%*
CCOC(=O)C1CCCN(C(=O)c2cn(CC)c(=O)c3cc(OC)c(OC)cc23)C1 (centres undefined)	i
N#Cc1ccc(Oc2ccc(C(=O)c3ccccc3)cc2)cc1C#N	i
O=C1c2ccccc2C(=O)c2c(NC(=O)c3cc4ccccc4oc3=O)cccc21	?
CC(C)(C)c1[nH]nc2c1C(c1ccc(Br)s1)C(C#N)=C(N)O2 (centres undefined)	?
COc1cc(C2Nc3cc(C)c(C)cc3NC3=C2C(=O)CC(C)(C)C3)cc([N+](=O)[O-])c1O (centres undefined)	i
CC1CCN(S(=O)(=O)c2ccc(C(=O)Nc3nnc(-c4ccc(F)cc4)o3)cc2)CC1	?
Cc1ccc(O)c(N=Cc2ccc(Cl)c(Cl)c2)c1	?
Cc1nn(Cc2ccccc2)c(C)c1[C@@H]1C=C[C@@H](NC(=O)CSCC(=O)O)C1	?
Cc1cccnc1CN1CCN(C(=O)C(=O)c2cccs2)CC1	i
O=C(Nc1ccc(-c2cccc(F)c2)cc1)C1CCCN1C(=O)c1ccccn1 (centres undefined)	?
O=C(Nc1cccc(-c2nc3ncccc3o2)c1)c1cccc(Br)c1	i
COc1ccccc1CCN1CCC(CN(C)C(=O)c2ccsc2)CC1	?
O=C1CCCC2=C1C(c1ccc(F)cc1)c1c(nc(SCc3ccccc3F)[nH]c1=O)N2 (centres undefined)	?
CCCCN(CCCC)S(=O)(=O)c1ccc2oc(C(=O)O)c(C)c2c1	i
Cc1ccc(NC(=O)CN2CCCN(Cc3cccc(F)c3)S2(=O)=O)cc1C	i

Four entries from above, with each value named.
mol: COc1cc(C2Nc3cc(C)c(C)cc3NC3=C2C(=O)CC(C)(C)C3)cc([N+](=O)[O-])c1O (centres undefined)
- ST2 IL33 inh = i

mol: CC1CCN(S(=O)(=O)c2ccc(C(=O)Nc3nnc(-c4ccc(F)cc4)o3)cc2)CC1
- ST2 IL33 inh = ?

mol: Cc1ccc(O)c(N=Cc2ccc(Cl)c(Cl)c2)c1
- ST2 IL33 inh = ?

mol: Cc1nn(Cc2ccccc2)c(C)c1[C@@H]1C=C[C@@H](NC(=O)CSCC(=O)O)C1
- ST2 IL33 inh = ?

Next compounds follow:
Compound	ST2 IL33 inh
CCn1c(CSc2nc3ccccc3n2C)nc2ccccc21	i
COCCCC1CCN(C(=O)CC2C(=O)NCCN2Cc2ccccc2)CC1 (centres undefined)	i
CCCCNC(=O)c1c[nH]c2ccc(S(=O)(=O)Nc3cccc(Cl)c3C)cc2c1=O	i
CCNc1nc(NCC)nc(OCCNS(=O)(=O)c2ccc(C)cc2)n1	i
C=CCN1C(=O)CSc2ccc(C(=O)N3CCN(c4ccccn4)CC3)cc21	i
CC1(C)C(=O)OC(c2ccccc2F)C2(CCCCC2)C1=O (centres undefined)	i
O=C(NCc1cccnc1)c1cccn2c(=O)c3sccc3nc12	i
Cc1ccc2[nH]cc(-c3cc(N4CCN(C)CC4)nc(N)n3)c2c1	?
CCN(CC)CCN(C)Cc1cc(I)c(O)c(OC)c1	94%*
Cc1ccc(S(=O)(=O)N(CC(=O)Nc2cccnc2)c2cc(C)cc(C)c2)cc1	?
COC(=O)[C@@H](C)NC(=O)[C@H]1CN(C(=O)Nc2ccccc2)CCN1C(=O)c1cccs1	i
COc1cc2c(cc1OC)CN(Cc1ccccc1)CC2	i
CC1(C)CC(=O)C2=C(C1)Nc1nc(SCc3ccccc3)nn1C2c1ccc(O)cc1 (centres undefined)	i
CCN(Cc1ccccc1)C(=O)C1(S(=O)(=O)c2ccc(Cl)cc2)CC1	i
COc1cc2c(cc1OC)C(C(=O)N1CCCCC1)C1c3ccccc3CCN1C2=O (centres undefined)	i
C=CCOC(=O)N1CCC(Oc2ccc3ncccc3c2)(C(=O)O)CC1	i
CCCn1ccnc1CN1CCc2[nH]cnc2C1Cc1ccccc1 (centres undefined)	?
OC[C@@H]1O[C@H](CNCc2ccccn2)[C@H](N2CCN(c3ncccn3)CC2)[C@@H]1O	i
COc1ccc(N(C(C)C(=O)Nc2ccc(Br)cc2)S(C)(=O)=O)cc1 (centres undefined)	i
CNC(=O)c1ccc(Nc2nnc(-c3ccc(O)cc3)c3ccccc23)cc1	i

Following part.
Compound	ST2 IL33 inh
COc1cc(Br)cc(/C=C2/NC(=O)NC2=O)c1O	i
Cn1cc(-c2ccc(C(=O)N3CCCN(c4ncccn4)CC3)cn2)cn1	i
CC1CCc2c(sc(NC(=O)c3cc(-c4ccco4)on3)c2C(N)=O)C1 (centres undefined)	i
COc1cc(NC(=O)c2cccc(Br)c2)c(OC)cc1Cl	i
CC(C)NC(=O)N1CCC[C@@H](O)[C@H](NC(=O)c2ccc(OCCN3CCCC3)cc2)C1	i
Cn1cc(CCC(=O)N2CCCC(C(=O)Nc3cccc(-c4ccc(F)cc4)c3)C2)cn1 (centres undefined)	i
Cc1cc(N2CCN(C)CC2)nc2ccc(NC(=O)CCC(=O)NCCC(C)C)cc12	i
CC(=O)N(Cc1ccco1)CC1C(C)C=C(C)CC1C (centres undefined)	i
CC(C)Cc1cc(C(=O)N2CCCC3(CCNCC3)CC2)nc(=O)[nH]1	i
O=C(Nc1ccccc1C1CC1)c1ccccc1Cl	i
CNC(=O)C1CCC(Cn2c(=O)c3sccc3n(CC(=O)NCCC(C)C)c2=O)CC1 (centres undefined)	i
Cc1cc(C(F)(F)F)n2ncc(C(=O)N3C[C@@H]4[C@H](C3)[C@H]3CC[C@@H]4O3)c2n1	i
c1coc(CN2CCN(Cc3ccc4c(c3)OCO4)CC2)c1	i
Cc1nnc(SCCCNC(=O)C2CCS(=O)(=O)CC2)s1	i
O=C(NCCCN1CCOCC1)N1c2ccccc2Sc2ccccc21	i
Nc1nnc(SCc2cccc(I)c2)s1	i
CCc1nccn1CCNC(=O)c1cc(Cn2cnc3ccccc32)[nH]n1	i
C/C(Nc1ccc(C)cc1)=C(/C#N)C(N)=O	i
O=C(Nc1nnc(-c2ccc(Br)cc2)s1)c1ccc(Cl)cc1	i
COc1cccc(C(=O)Nc2c3c(nn2-c2ccccc2C)CS(=O)C3)c1OC (centres undefined)	i

Going on with the list.
Compound	ST2 IL33 inh
Cc1cccc(-c2cn[nH]c2C2CCN(C(=O)CN)CC2)c1	?
CC1(C)C(=O)OC(c2ccc(F)cc2)C(C)(C)C1=O (centres undefined)	i
Cc1nc(-c2cccc(C(=O)N(CCN(C)C)Cc3ccc(C)s3)c2)no1	i
Cc1cc(NC(=O)CSc2nc3c([nH]c4ccccc43)c(=O)n2-c2ccc(F)cc2)no1	?
Fc1cccc2sc(Nc3nc(-c4ccncc4)cs3)nc12	i
CCS(=O)(=O)Nc1ccc(-c2nc(CC3CCN(C)CC3)no2)cc1	i
O=C(NCCCN1CCOCC1)c1ccc2c(c1)N(Cc1ccc(Cl)cc1)C(=O)CS2	i
COc1ccc([N+](=O)[O-])cc1N(CC(O)CN1CCCC1)S(=O)(=O)c1ccc(C)cc1 (centres undefined)	i
O=C(c1ccncc1)N(c1ccc2oc3c(c2c1)CCCC3)S(=O)(=O)c1cccc([N+](=O)[O-])c1	?
CCc1ccc(Cn2c(CNS(=O)(=O)c3ccc(CC)cc3)nc3cccnc32)cc1	?
O=C(NC1CCCCCCC1)c1cc(=O)[nH]c2ccc(S(=O)(=O)N3CCCCC3)cc12	i
O=C1CCC(=O)N1CC(O)COc1ccc(OCC(O)CN2C(=O)CCC2=O)cc1 (centres undefined)	?
O=C(CC1SC(=Nc2ccccc2)N(c2ccccc2)C1=O)Nc1cccc(C(=O)O)c1 (centres undefined)	?
O=C(NC1CCCCC1)C1c2ccccc2C(=O)N1Cc1ccccc1Cl (centres undefined)	?
CC(=O)Nc1ccc(S(=O)(=O)N2CCC(n3c(C)nc4cccnc43)CC2)cc1	i
O=C(O)CSc1n[nH]c(-c2ccco2)n1	i
CCn1cc(S(=O)(=O)N2CCCC2c2ccccn2)c(C)n1 (centres undefined)	i
COc1ccc(NC(=O)CSc2cccc3cccnc23)c([N+](=O)[O-])c1	?
COCCNC(=O)CSCc1nc(-c2ccc(SC)cc2)oc1C	i
COc1ccc(NC(=O)c2cccc(Oc3ccc(C(F)(F)F)cc3[N+](=O)[O-])c2)cc1	i

As a working copy, part of the list above.
Compound	ST2 IL33 inh
O=C(NCCCN1CCOCC1)c1ccc2c(c1)N(Cc1ccc(Cl)cc1)C(=O)CS2	i
COc1ccc([N+](=O)[O-])cc1N(CC(O)CN1CCCC1)S(=O)(=O)c1ccc(C)cc1 (centres undefined)	i
O=C(c1ccncc1)N(c1ccc2oc3c(c2c1)CCCC3)S(=O)(=O)c1cccc([N+](=O)[O-])c1	?
CCc1ccc(Cn2c(CNS(=O)(=O)c3ccc(CC)cc3)nc3cccnc32)cc1	?
O=C(NC1CCCCCCC1)c1cc(=O)[nH]c2ccc(S(=O)(=O)N3CCCCC3)cc12	i

New compounds follow
Compound	ST2 IL33 inh
O=C(Nc1nc(-c2ccccc2)cs1)c1ccc(S(=O)(=O)N2CCc3ccccc32)cc1	i
COCc1nnc(NC(=O)c2ccc(S(=O)(=O)N(C)C)cc2)o1	i
CC(=O)c1ccc(NC(=O)c2ccc(NC(=O)CCS(=O)(=O)c3cccs3)cc2)cc1	i
COc1cccc(-c2ccc(C(=O)N3CCCn4cncc4C3)o2)c1	?
O=C(CCC1=NS(=O)(=O)c2ccccc2N1)NCCc1ccc(Cl)cc1	i
O=C(c1cc(C2CC2)on1)N1CCN(C(c2ccccc2)c2ccccc2)CC1	i
CCCCN(CC)S(=O)(=O)c1cccc2cccnc12	i
CCOc1ccc(N2C(=O)c3cccc(N)c3C2=O)cc1	?
CCCNC(=O)C1(S(=O)(=O)c2ccc(Cl)cc2)CC1	?
O=C(c1ccccc1F)N1CCN=C1SCc1ccc(Cl)cc1	i
CCCOc1ccc(/C=C2\N=C(c3ccc(Cl)cc3)OC2=O)cc1OC	i
CCC(=O)N1CCN=C1SCc1ccccc1F	?
COc1ccc(S(=O)(=O)NCc2ccc(F)cc2)cc1OC	i
Cc1ccc(-c2cc(C(F)F)nc(NCc3cccnc3)n2)cc1	i
Cc1ccccc1-c1noc(-c2ccc(N(C)Cc3cnn(C)c3)nc2)n1	i
O=C(Nc1ccc2c(c1)OCO2)c1cc(C2CC2)on1	i
CC(=O)NC(=O)CC(=O)c1ccccc1	i
Fc1ccccc1-n1cc(-c2ccnc(NC3CCC3)n2)cn1	?
Clc1ccc(Cl)c(-c2nc3ccccc3o2)n1	?
CC(C)Oc1ccc(NC(N)=O)cc1	i

The list goes on.
Compound	ST2 IL33 inh
CCOc1c(Nc2ccc(CC)cc2)c(=O)c1=O	i
CN(CCNC(=O)c1cc(-c2cccnc2)nc2ccccc12)Cc1ccccc1	?
CCNc1ncc(C(=O)N2CCN(Cc3ncccc3C)CC2)cn1	i
Cc1nccc(N2CCOc3c(O)cc(-c4nc5ccccc5s4)cc3C2)n1	?
CSc1ccc(S(=O)(=O)Nc2ccc(C(=O)NCc3ccccc3)cc2)cc1	?
O=[N+]([O-])c1ccc(CSc2nnc(-c3ccncc3)n2Cc2ccccc2)cc1	?
Cc1cc(C)cc(C(=O)N(c2ccc(C(C)C)cc2)C2C=CS(=O)(=O)C2)c1 (centres undefined)	i
O=C(Nc1ccccc1F)c1oc2ccccc2c1NC(=O)C1CC1	i
Cc1ccc(C2C(C#N)=C(N)SC(N)=C2C#N)s1	?
CCOc1cc2c(cc1OCC)C1C(C(=O)NC3CCCCC3)c3ccccc3C(=O)N1CC2 (centres undefined)	i
CCCn1cnc2cc(NCc3cccc(OC)c3OC)ccc21	i
c1ccc(CCCN2CCN(Cc3ccccc3)CC2)cc1	i
CC(C)c1cccc(C(C)C)c1NC1=NS(=O)(=O)c2ccccc21	i
Cc1ccc2nsnc2c1NC(=O)c1cc(Cl)ccc1Cl	i
CC(C)CCNC(=O)C1c2c(n(C)c3ccccc23)SCC(=O)N1CCCOC(C)C (centres undefined)	i
O=[N+]([O-])c1ccccc1-c1ccccc1Br	?
COc1ccc(-c2nccn2-c2ccccc2CCO)cc1C	i
CN1CC2(CCN(C(=O)CCn3nnc4ccccc43)C2)OC1=O (centres undefined)	?
CC(C)C1N=C2c3ccccc3N=C(SCC(=O)c3ccc(F)cc3)N2C1=O (centres undefined)	?
O=c1cc(CO)oc(C(Nc2ccccn2)c2ccc(F)cc2)c1O (centres undefined)	?

(cont.)
Compound	ST2 IL33 inh
CC(C)(C)c1ncc2c(n1)CN(C(=O)CNS(C)(=O)=O)C2	i
O=C(NCC1CCCO1)c1ccc2c(Cl)c3c(nc2c1)CCCC3 (centres undefined)	i
O=C(CCCNS(=O)(=O)c1cccs1)NCc1ccc(F)cc1	i
Cc1ccc(S(=O)(=O)N2CCN(S(=O)(=O)c3ccccc3)C2C(C)C)cc1 (centres undefined)	i
COc1ccc(-c2cnc(-c3c(O)c(C)nc4ccccc34)o2)cc1	?
COC(=O)Cc1cnc(NC(=O)CN2CCCCC2c2cccnc2)s1 (centres undefined)	i
O=C(O)C1CCCCC1C(=O)Nc1ccc(S(=O)(=O)Nc2nccs2)cc1 (centres undefined)	i
COc1cccc(C2C(C(=O)OCc3ccccc3)=C(C)Nc3ncnn32)c1OC (centres undefined)	?
COc1ccccc1Nc1ncc(C(=O)NCc2cccnc2)c2ccccc12	?
CC(=O)c1ccc(C(=O)N2CCCC(Nc3ccc4c(c3)OCCO4)C2)s1 (centres undefined)	?
C=CCOc1ccccc1CN(CCN(C)C)Cc1ccccc1	?
OC(C#CC(O)(c1ccccc1)c1ccccc1)c1cccs1 (centres undefined)	i
